# IkB sig inh – suppresses IkB signaling in ABC-DLBCL reporter cells; ABC-DLBCL IkBa-CBG/CBR dual luciferase ratio, 4 h; response scale: scaled: untreated 0%, proteasome inhibitor 100%; Potency, µM (doses to about 57.1 µM), for inactives: at the top dose IkBa stabilization activation; 110,000 compounds, 0.04% hits; AID 445; active = well fitted curve in the direction sought with a large enough effect in the signal ratio, not every such curve was filed as active; inconclusive = small, poorly fitted or top-dose-only effect, or a change in a side signal; the % refers to the signal ratio;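 note: the direction sought is a rising ratio; 0% = basal untreated cells and 100% = reference inhibitor full response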
#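 Curves were fitted separately to fusion (green), unfused (red) and ratio luminescence, then classed by r2, magnitude and activity. Cells: OCI-Ly3, 4 h compound plus doxycycline at 37C; 10 uM MG-132 defined full response.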
# p53ts 32C tox – p53ts cell cytotoxicity, permissive temperature | AID 924 | 130,000 compounds, 0.93% hits | Potency, µM (series often up to 46.1 µM), for the others: at the highest dose activity change, negative = cytotoxicity, usual class: cytotoxic | H1299-p53A138V at 32C, ATP luminescence viability, 24 h;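 note: 0% = DMSO and -100% = full killing by reference compound; nearly all actives have a fitted effect of over 55% in size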
#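 ATP-content luminescence (ATPlite) read-out after 24 h compound exposure at 32C in H1299-p53A138V cells (600/well). Tested up to 46 uM. Normalized to DMSO (0%) and 100 uM tamoxifen (100% killing); Hill-fit AC50.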
# p53ts 39C kill – p53ts cell cytotoxicity, nonpermissive temperature; H1299-p53A138V viability at 39C, ATP luminescence, 24 h; Potency, µM (titrated, usually from 46.1 µM), without a hit: top-dose activity change, negative = cell killing, hits mostly cytotoxic; 130,000 compounds, 1.5% hits; AID 902; note: nearly all actives have a fitted effect of over 55% in size
# Peg3 imprint – induces erasure of genomic imprints in mouse ES cells; mouse ES Peg3-LacZ reporter, beta-gal luminescence, 40 h; Potency, µM (top dose mostly 60.7 µM), inactives show top-dose activity change, positive = activation, usual class: activators; 110,000 compounds, 0.02% hits; AID 1948;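 note: 0% = negative control wells on the plate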
#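 Readout: BetaGlo luminescence (5 min, room temp) for LacZ from the normally silent maternal Peg3 allele in female Peg3LacZ-Neo ES cells. Cells 300/well, 40 h, 37C, 5% CO2. Data normalized per plate to negative controls.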
# * = called active by the depositor; ? = inconclusive; nt = not tested or not shown; & = joins results of further samples; [ ] = remark or other dose. Unless noted, calls come from the whole dose curve; as a rule, active = well fitted curve in the direction sought with a large enough effect; inconclusive = small, poorly fitted or top-dose-only effect, or another doubt; inactive = no such curve, though single readings can be large; an effect the other way counts as inactive or inconclusive. Unless noted, % is set by controls: 0 for no effect and ±100 for the full control effect; potency is the fitted concentration of half-maximal effect.
SMILES,IkB sig inh,p53ts 32C tox,p53ts 39C kill,Peg3 imprint
O=C(COC(=O)c1cncc(Br)c1)NCCC1=CCCCC1,1.0%,-4%,3%,-11%
Cc1cc(C)c(C#N)c(SCc2ccccc2)n1,nt,-6%,1%,nt
Cc1ccnc(NC(=O)Nc2ccc3c(c2)N(C)C(=O)CS3)c1,?,-4%,-4%,-16%
Cc1ccccc1NS(=O)(=O)c1nnc(NC(=O)c2ccco2)s1,0.4%,-8%,10%,13%[10.9 µM]
COc1cc(NC(=O)c2cccc3c2C(=O)N(C2CCCCC2)C3)cc(OC)c1OC,?,4%,16%,15%[10.9 µM]
O=c1c(CCc2ccccc2)nc2cnc(Nc3ccccc3)nc2n1C[C@H]1CCCO1,-4.9%[11.4 µM],-17%,-18%,?
COC(=O)c1ccccc1NC(=O)CSc1nccn1C,-1.7%,4%,-9%,-9%
COc1ccccc1NC(=O)N(Cc1ccccc1)c1ccccn1,?,7%,7%,-21%
O=S(=O)(c1ccc2nc(N3CCN(c4ccccc4F)CC3)ccc2c1)N1CCCCC1,-0.8%,7%,2%,4%[10.9 µM]
CCOc1c(Br)cc(/C=C2\C(=O)N(CCC#N)N=C2C)cc1OC,nt,2%,-10%,nt
O=C(CSc1nc2ccccc2n1CC(=O)N1CCCC1)N1CCN(C(=O)c2ccco2)CC1,0.5%,7%,8%,5%
COc1ccc(C(=O)Nc2cccc(C(C)=O)c2)cc1OC,1.6%,-27%,-17%,-78%[inhibitor]
COc1ccc(-c2ccc(CCC(=O)O)n2NC(=O)c2cccs2)cc1,?,-9%,7%,-37%[inhibitor]
COc1ccc(C(=O)N2CCC3(CCN(Cc4cc(C(F)(F)F)cc(C(F)(F)F)c4)CC3)CC2)cc1,1.3%[11.4 µM],2%,-18%,nt
CC1CCN(c2nc3ccc(C(=O)NC(C)C)cc3s2)CC1,?,-5%,-7%,-11%[10.9 µM]
CCC(C)c1ccc(O)c(NC(=O)c2cccnc2)c1 (stereo unspecified),-1.4%,-4%,-6%,-12%
CCCCCn1cc2c(c1-c1ccc(Cl)cc1)c(=O)n(C)c(=O)n2C,-0.3%,1%,5%,7%[10.9 µM]
O=c1cc(-c2ccccc2)oc2c1ccc1ccccc12,-0.5%[11.4 µM],-7%,32µM*,-14%
Oc1ccc(Cl)cc1C1=Nc2ccccc2N=C(c2ccco2)C1,nt,-5%,6%,nt
COc1ccc(C)cc1NC(=O)C(=O)NCCc1csc2nc(-c3ccccc3F)nn12,-0.9%,13%,-21%,-4%[10.9 µM]
C=CCN1CCc2cc(O)c(O)cc2[C@H](c2ccccc2)C1,0.3%&3.3%,-5%&-9%,-10%&-8%,-10%
Cc1ccc(-n2ncc3c(NCCCc4ccccc4)ncnc32)cc1,2.5%,-1%,?,-17%[10.9 µM]
COC(=O)c1cn(CC(=O)NCc2cccs2)c2ccccc12,0.8%,5%,11%,12%
CCn1c(=O)c2cc(C(=O)Nc3cc(C)on3)sc2c2ccccc21,7.7%,-3%,-2%,-1%
Cc1cc(C)c(S(=O)(=O)N2CCN(CCO)CC2)c(C)c1,2.1%,1%,-3%,-13%

# Random excerpt: 2 records from the list, in no set order.
SMILES,IkB sig inh,p53ts 32C tox,p53ts 39C kill,Peg3 imprint
COc1ccc(-c2ccc(CCC(=O)O)n2NC(=O)c2cccs2)cc1,?,-9%,7%,-37%[inhibitor]
COC(=O)c1cn(CC(=O)NCc2cccs2)c2ccccc12,0.8%,5%,11%,12%

# The results go on.
SMILES,IkB sig inh,p53ts 32C tox,p53ts 39C kill,Peg3 imprint
CC(C)(C)C(=O)CN1CCN(S(=O)(=O)c2ccc(F)cc2)CC1,nt,-10%,-3%,nt
COc1ccccc1C1C2CCCCC2(O)CCN1CC(=O)Nc1ccccc1 (stereo unspecified),13%,10%,2%,-16%
Cn1c(=O)[nH]c(=O)c2c1nc(SCCN1CCOCC1)n2Cc1ccccc1,-0.5%,-5%,4%,-5%
Cn1c(=O)c2c(ncn2CC(=O)Nc2nnc(Cc3ccccc3)s2)n(C)c1=O,0.5%,1%,6%,-9%
COc1ccc(OC)c(CCNC(=O)CS(=O)(=O)Cc2nc(-c3ccccc3C)oc2C)c1,?,4%,-17%,-12%
CC1=C(c2ccc(C)c(C)c2)S(=O)(=O)N=C1N1CCC(C(=O)NCc2ccc(N(C)C)cc2)CC1,?,-2%,-24%,-20%[10.9 µM]
O=C(COc1ccc(F)cc1)NC1CC(=O)N(c2ccc3c(c2)OCCO3)C1 (stereo unspecified),0.5%,-9%,-10%,?
COc1ccc(NC(=O)CSCc2cc(=O)c3cc(Cl)ccc3[nH]2)cc1,?,-4%,-5%,-8%[10.9 µM]
COc1ccc(C(CC(=O)NC(C)(C)C)n2cccc2)cc1 (stereo unspecified),-0.5%,-2%,7%,-7%
Cc1cccc(N2CCN(c3c4c(nc5nncn35)CCC4)CC2)c1C,-0.2%,-4%,-7%,-7%[10.9 µM]
CCSc1nnc(NC(=O)Cc2ccc(OC)c(S(=O)(=O)N3CCOCC3)c2)s1,0.5%,6%,4%,-17%
Cn1c(C(=O)N2COCC2(C)C)cc2c(=O)n3ccccc3nc21,-2.1%,-11%,-11%,-3%
COCCn1c(=O)[nH]c2cc(C(=O)OC)ccc2c1=O,-2.0%,4%,9%,2%
Cc1cccc2sc(NC(=O)C3=NN(c4ccccc4)C(=O)CC3)nc12,nt,4%,3%,nt
Cc1ccc(NC(=O)CCCN2C(=O)COc3ccc(C)cc32)c(Cl)c1,?,-5%,-7%,?
O=C1CCCc2nc(N3CCCCC3)sc21,-0.1%,-15%,0%,-23%
O=C(/C=C/Nc1ccc(F)cc1)c1ccco1,?,7.9µM*,13µM*,-23%
CC1(C)Oc2ccc(C(=O)NC3CCCC3)cc2N(CC(=O)NC2CCCCC2)C1=O,-1.3%,2%,-9%,-2%
COc1ccc(Oc2ncc3nc(-c4cccc(C#N)c4)c(=O)n(Cc4cccc(OC)c4)c3n2)cc1,2.5%[11.4 µM],10%,14%,?
Cc1cccc(N2C(=O)C(CC(=O)Nc3ccccc3)N(C3CCCCC3)C2=O)c1 (stereo unspecified),?,-1%,-12%,-10%[10.9 µM]
Cc1cc(C)cc(N(CC(=O)NCc2ccco2)C(=O)CCC(=O)Nc2ccccn2)c1,-2.4%,4%,21%,nt
Cc1cc(O)c(-c2cc(C(=O)Nc3ccc(S(=O)(=O)N4CCOCC4)cc3)[nH]n2)cc1C,?,-3%,-7%,-21%
COc1ccccc1CC(=O)Nc1ccc(-c2nnc(-c3ccco3)o2)cc1,-2.8%,6%,2%,-20%
Cc1sc2nc(-c3ccco3)oc(=O)c2c1C,4.8%,-10%,-6%,-65%[inhibitor]
O=C(c1cc2nc(-c3ccccc3)cc(C(F)(F)F)n2n1)N1CCOCC1,-0.8%,-1%,7%,-1%

# One compound at a time (already shown):
# Entry for Cc1cccc(N2C(=O)C(CC(=O)Nc3ccccc3)N(C3CCCCC3)C2=O)c1 (stereo unspecified) = IkB sig inh = ?; p53ts 32C tox = -1%; p53ts 39C kill = -12%; Peg3 imprint = -10%[10.9 µM]
# Entry for O=C(COc1ccc(F)cc1)NC1CC(=O)N(c2ccc3c(c2)OCCO3)C1 (stereo unspecified) = IkB sig inh = 0.5%; p53ts 32C tox = -9%; p53ts 39C kill = -10%; Peg3 imprint = ?

# 4 of the entries above in order of their number in IkB sig inh, highest first:
smiles	IkB sig inh
Cn1c(=O)c2c(ncn2CC(=O)Nc2nnc(Cc3ccccc3)s2)n(C)c1=O	0.5%
COc1ccc(C(CC(=O)NC(C)(C)C)n2cccc2)cc1 (stereo unspecified)	-0.5%
CC1(C)Oc2ccc(C(=O)NC3CCCC3)cc2N(CC(=O)NC2CCCCC2)C1=O	-1.3%
COc1ccccc1CC(=O)Nc1ccc(-c2nnc(-c3ccco3)o2)cc1	-2.8%

# (continued)
SMILES,IkB sig inh,p53ts 32C tox,p53ts 39C kill,Peg3 imprint
COC(=O)[C@@H]1C[C@H]1[C@@H](NS(=O)(=O)c1ccc2ccccc2c1)c1ccccc1,nt,2%,-5%,-14%
COC(=O)c1ccc(NC(=O)CN(C2CCCCC2)S(C)(=O)=O)cc1,-0.8%,4%,5%,-14%
C/C=C(\C)C(=O)OC1c2c(ccc3ccc(=O)oc23)OC(C)(C)C1OC(C)=O (stereo unspecified),nt,17%&18%,?,-9%
Cc1nc(SCCO)c2oc3ccccc3c2n1,-3.8%,1%,-5%,-12%
Cc1nnc(NC(=O)CSc2nnc(Cc3cccn3C)n2-c2cccc(C)c2C)s1,1.5%,-4%,7%,-8%
CCCCC(=O)Nc1ccc(Cl)cn1,4.8%,-6%,2%,0%
COC(=O)c1ccc2c(c1)N(CC(=O)Nc1cccc(Cl)c1C)C(=O)c1ccccc1S2,1.4%,-11%,-12%,10%[10.9 µM]
CC(Oc1ccc(F)cc1)C(=O)NCC1(N(C)C)CCCCC1 (stereo unspecified),2.3%,-4%,-1%,-8%[10.9 µM]
COc1ccc(Cl)cc1NC(=O)C1CSC(c2ccncc2)=N1 (stereo unspecified),-3.5%,-3%,-3%,-20%
O=C(O)CN1C(=O)COc2cc(S(=O)(=O)N3CCCC3)ccc21,-1.6%,7%,5%,1%
CC(=O)Nc1ccc(NC(=O)Cn2cc3c(n2)CCCC3)cc1,-1.6%,5%,-15%,20%
NC1=NC(c2ccc(Br)cc2)n2c(nc3ccccc32)N1 (stereo unspecified),9.2%,7%,-17%,-16%
CCOc1ccccc1-c1nc(-c2ccc(NC(=O)c3ccc(Br)o3)cc2)no1,-1.1%,2%,-8%,-48%[inhibitor]
COc1cc(NC(=O)CN2CCN(S(=O)(=O)c3ccc(C(C)C)cc3)CC2)cc(OC)c1,5.3%,-1%,-1%,-13%
COc1ccccc1CN(Cc1ccco1)S(=O)(=O)c1ccc(-n2cnnn2)c(OC)c1,5.9%,14%,-2%,-12%
O=C1C2=C(c3ccccc31)[N+](=O)[C@@H]1CCCC[C@@H]1N2[O-],-1.2%,13%,-12%,-14%
COc1ccc(CCN2C(=O)CC(Nc3ccc(N4CCOCC4)cc3)C2=O)cc1OC (stereo unspecified),1.8%,-5%,11%,-2%
COc1cc(OC)c(NC(=O)C(C)n2c(=O)cc(-c3ccccc3)c3c(C)nn(C)c32)cc1Cl (stereo unspecified),-1.1%,6%,-1%,-7%[10.9 µM]
Cc1cc(F)ccc1NC(=O)Cn1nc(N2CCN(c3ccccc3)CC2)ccc1=O,-1.6%,3%,-9%,-4%[10.9 µM]
CN1CCc2c(sc3nc(SCC(N)=O)n(-c4ccccc4)c(=O)c23)C1,12%,0%,-5%,-14%
Cc1cccc(NC(=O)CSc2ccc(-c3cccs3)nn2)c1C,nt,-20%,-10%,nt
COc1ccccc1NC(=O)Cc1noc(CSc2cc(C)c3ccccc3n2)n1,0.6%,15%,-5%,-10%
COc1ccccc1/C=C/c1nc(C#N)c(NC(C)c2ccccc2)o1 (stereo unspecified),?,17%,-3%,-18%[10.9 µM]
CCOC(=O)C(CC)n1nnc2sc(-c3ccccc3)cc2c1=O (stereo unspecified),?,-23%,?,12%[10.9 µM]
COc1ccc(C)cc1S(=O)(=O)N(CC(=O)O)c1ccc(F)cc1,0.3%,1%,19%,0%
CC1=C2C(=COC(C)C2C)C(=O)C(C(=O)O)=C1O (stereo unspecified),nt,0%,0%,14%
CCOC(=O)c1ccc(NC(=O)CSc2ccc(-c3ccccn3)nn2)cc1,-1.4%,-10%,-26%,-22%[10.9 µM]
CC(=O)N1CCCc2cc(S(=O)(=O)N3CCN(c4ccccc4F)CC3)ccc21,0.4%,6%,?,-11%[10.9 µM]
COc1ccc(C(=O)NCCn2ccc3ccccc32)cc1,1.4%,-24%,-19%,-23%

# Compound activity: PubChem BioAssay, National Center for Advancing Translational Sciences (NCATS)
